# Screening data (PubChem BioAssay)
# inhibitors of VEEV: inhibitors of VEEV TC-83 cytopathic effect, confirmation, Vero cells (AID 588727). 350,000 compounds, 0.13% hits. Vero cells, VEEV TC-83 cytopathic effect inhibition; higher % means a stronger effect. one-dose inhibition, % at 20 µM; IC50 in µM for titrated hits; in the data active = a potency from the dose series; also: strong numbers were not always called active
# H1N1 NS1A inhibition: H1N1 influenza NS1A inhibitors, functional cell based assay (AID 504329). NS1A functional cell-based assay, percent inhibition; higher % means a stronger effect. inhibition, % at 12.5 µM, or IC50 in µM where a hit was titrated. 340,000 compounds, 0.3% hits; in the data active = a potency from the dose series; also: strong numbers were not always called active
# M. tuberculosis: growth inhibition of non-replicating M. tuberculosis (AID 488890); 320,000 compounds, 0.39% hits; inhibition, % at 25 µM; hits with a dose series show IC50 in µM; Mycobacterium tuberculosis non-replicating, growth inhibition; higher % means a stronger effect; in the data active = a potency from the dose series;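 also: plate controls were DMSO cells for no effect and high antibiotic wells for full effect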
# Salmonella PhoP GFP: PhoP regulon inhibitors, Salmonella typhi PhoP promoter GFP reporter, confirmatory (AID 1850); inhibition, % at 50 µM, or IC50 in µM where a hit was titrated; 310,000 compounds, 0.33% hits; Salmonella Typhi PhoP-promoter GFP reporter, fluorescence, 4 h; higher % means a stronger effect; in the data active = a potency from the dose series;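 also: 0% = induced wells with vehicle and 100% = uninduced wells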
# M. tuberculosis HTS: M. tuberculosis growth inhibition, HTS (AID 449762) | M. tuberculosis H37Rv growth inhibition, 7H9 media; higher % means a stronger effect | inhibition, % at 25 µM, or IC50 in µM where a hit was titrated | 330,000 compounds, 0.59% hits; in the data active = a potency from the dose series;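 also: bacterial growth assessed after seven days of incubation; strong numbers were not always called active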
# inhibitors of VEEV 10K pilot screen: further read-out of inhibitors of VEEV, marked with its call; inhibition, %; measured here: 10K pilot screen inhibition
# * = called active by the depositor; i = inactive; . = not tested or not shown. Rows were taken by chance (roughly 1.5% active in at least one column).
SMILES,inhibitors of VEEV,H1N1 NS1A inhibition,M. tuberculosis,Salmonella PhoP GFP,M. tuberculosis HTS,others
Cc1sc2ncnc(N3CCC(C(=O)N(C)CC(=O)Nc4ccccc4Cl)CC3)c2c1C,8.8%,8%,24%,-3%,67%,
CN(Cc1ccccc1)C(=O)CSc1n[nH]c(N)n1,i,5%,-7%,-9%,-9%,
Cc1ccc(NS(=O)(=O)c2ccc(C(C)(C)C)cc2)cn1,1.8%,-8%,-7%,-1%,-16%,
COCCCNC(=O)c1cc(Sc2ccc(F)cc2)nc2ccccc12,0.5%,-1%,25%,0%,5%,
O=C(NC1CCN(Cc2ccccc2)CC1)c1ccc(CS(=O)c2ccc(F)cc2)o1 (stereo not given),3.9%,-2%,8%,4%,-7%,
O=C(COc1ccccc1)OCC(=O)N1CCCc2ccccc21,1.5%,0%,10%,2%,23%,
CCOc1ccc(OCCC(=O)N2CCc3cc(OC)c(OC)cc3C2)cc1,0.6%,-6%,27%,-4%,0%,
C=CCNC(=O)C1CCN(c2nc(C)cc(-c3ccccc3)n2)CC1,1.0%,-6%,-2%,-6%,-4%,
O=C(c1ccccc1)c1ccc(Sc2ccc([N+](=O)[O-])cc2)cc1,i,11%,-8%,6%,-6%,
CC(OC(=O)c1ccccc1NCCO)C(=O)Nc1ccc(S(=O)(=O)N2CCOCC2)cc1 (stereo not given),5.0%,-2%,8%,8%,6%,
COc1ccc(N(CC(=O)N2CCc3ccccc3C2)S(=O)(=O)c2c(C)[nH]c(=O)[nH]c2=O)cc1,1.8%,7%,11%,.,-9%,
COC(=O)Cn1c(C(O)c2ccccc2)nc2ccccc21 (stereo not given),1.5%,19%,0%,-6%,-10%,
COc1ccc(-c2cc3ccc(OCC(=O)NCC4CCC(C(=O)O)CC4)cc3oc2=O)cc1 (stereo not given),i,0%,5%,15%,-3%,
CSCCOC(=O)c1[nH]c2c(c1C)C(=O)CC(c1ccco1)C2 (stereo not given),8.2%,9%,27%,-3%,-10%,
Cc1cccc(C)c1NC(=S)N(CCN(C)C)Cc1cccs1,0.3%,0%,1%,-4%,2%,
CC(NC(N)=O)C(=O)Nc1ccc(Cl)c(S(=O)(=O)Nc2ccc(Br)cc2)c1 (stereo not given),1.8%,0%,-21%,0%,-2%,
COc1ccc(-c2cc(C(=O)Nc3sc4c(c3C#N)CCCC4)c3ccccc3n2)cc1,1.6%,3%,-10%,-6%,1%,
CC(=O)NC(Cc1ccc(F)cc1)C(=O)NC1CCN(c2ncccc2[N+](=O)[O-])CC1 (stereo not given),3.6%,-4%,-5%,-2%,4%,
O=[N+]([O-])c1ccc(N2CCN(S(=O)(=O)c3ccc(Cl)c(Cl)c3)CC2)cc1NCCN1CCOCC1,0.2%,-6%,-12%,6%,17%,
COc1cccc2c1CCC(NC(C)=O)C2=O (stereo not given),0.4%,1%,10%,2%,-2%,

# Three compounds from above, sorted by heavy-atom count, highest first:
SMILES,inhibitors of VEEV,H1N1 NS1A inhibition,M. tuberculosis,Salmonella PhoP GFP,M. tuberculosis HTS,others
COc1ccc(-c2cc3ccc(OCC(=O)NCC4CCC(C(=O)O)CC4)cc3oc2=O)cc1 (stereo not given),i,0%,5%,15%,-3%,
O=C(c1ccccc1)c1ccc(Sc2ccc([N+](=O)[O-])cc2)cc1,i,11%,-8%,6%,-6%,
COc1cccc2c1CCC(NC(C)=O)C2=O (stereo not given),0.4%,1%,10%,2%,-2%,

# Back to the main list; the three compounds before the break are reprinted first.
SMILES,inhibitors of VEEV,H1N1 NS1A inhibition,M. tuberculosis,Salmonella PhoP GFP,M. tuberculosis HTS,others
CC(=O)NC(Cc1ccc(F)cc1)C(=O)NC1CCN(c2ncccc2[N+](=O)[O-])CC1 (stereo not given),3.6%,-4%,-5%,-2%,4%,
O=[N+]([O-])c1ccc(N2CCN(S(=O)(=O)c3ccc(Cl)c(Cl)c3)CC2)cc1NCCN1CCOCC1,0.2%,-6%,-12%,6%,17%,
COc1cccc2c1CCC(NC(C)=O)C2=O (stereo not given),0.4%,1%,10%,2%,-2%,
CCc1cc(=O)oc2c(C)c(OCC(=O)NCc3ccccn3)ccc12,i,-13%,-8%,4%,8%,
CN(Cc1ccccc1)C(=O)c1[nH]cnc1C(=O)NCCCCCNC(=O)OC(C)(C)C,0.1%,-6%,-6%,.,-5%,
O=C(CCn1c(=O)c2ccccc2n(CC(=O)NC2CCCC2)c1=O)NCCc1ccc(Cl)cc1,1.4%,-7%,-4%,-2%,-4%,
O=C(c1ccc(C(=O)N2CCCc3ccccc32)s1)N1CCCc2ccccc21,5.6%,-3%,19%,-11%,-4%,
COCCNC(=O)C(c1ccc(F)cc1)N(Cc1ccccc1)C(=O)CCC(=O)Nc1ccccn1 (stereo not given),0.7%,2%,-4%,-8%,-6%,
Cc1cccc2c(=O)c(C(=O)NCc3cccs3)c[nH]c12,2.0%,3%,12%,-7%,-4%,
O=C(Nc1c(Cl)cccc1Cl)c1cc(=O)n(Cc2ccccc2)c(=O)[nH]1,1.3%,-9%,-14%,-11%,-6%,
OCCCNCc1cccc2ccccc12,i,-19%,-1%,3%,-1%,
O=C1NC(=O)C2(CCCCCC2)N1,1.2%,12%,.,.,.,
NC(=O)c1ccccc1NC(=O)/C=C/C(=O)O,1.3%,2%,-17%,4%,-16%,
C/C(=N\NC(=O)Cc1ccccc1)c1cccnc1,i,2%,-2%,-7%,-14%,
O=C(Cc1ccc(S(=O)(=O)N2CCCCC2)s1)Nc1cccc2ccccc12,1.9%,-2%,22%,-2%,-1%,
COc1ccc(/C=C2\CCCCC2=O)cc1,5.8%,-2%,46%,-3%,-1%,
OCCOCCNc1ncnc2nc[nH]c12,0.5%,-7%,.,.,-8%,
C[C@H](CO)N1C[C@H](C)[C@@H](CN(C)C)Oc2c(NC(=O)CCCCCC(=O)Nc3ccccc3N)cccc2C1=O,1.3%,12%,16%,.,2%,
Cc1ccc(C(=O)c2c3ccccc3[n+]([O-])n2[C@@H](C)C(N)=O)cc1,0.5%,2%,19%,-6%,8%,inhibitors of VEEV 10K pilot screen=5.5
Cc1ccc(-c2nc3ccc(Cl)cc3c(=O)n2O)cc1,i,-25%,.,-18%,55%,
C(=N\n1cnnc1)/c1ccc2c(c1)OCCO2,i,19%,-9%,1%,-4%,
O=C(O)c1cc(Sc2ccc(Br)cc2)nc2ccccc12,3.4%,-5%,.,.,.,
OCC[N+]12CCC(CC1)C(C(O)(c1ccccc1)c1ccccc1)C2 (stereo not given),i,-6%,12%,3%,-3%,

# Retrieved one by one from the list above:
SMILES,inhibitors of VEEV,H1N1 NS1A inhibition,M. tuberculosis,Salmonella PhoP GFP,M. tuberculosis HTS,others
O=C(Nc1c(Cl)cccc1Cl)c1cc(=O)n(Cc2ccccc2)c(=O)[nH]1,1.3%,-9%,-14%,-11%,-6%,
COc1ccc(/C=C2\CCCCC2=O)cc1,5.8%,-2%,46%,-3%,-1%,
CCc1cc(=O)oc2c(C)c(OCC(=O)NCc3ccccn3)ccc12,i,-13%,-8%,4%,8%,
O=C(CCn1c(=O)c2ccccc2n(CC(=O)NC2CCCC2)c1=O)NCCc1ccc(Cl)cc1,1.4%,-7%,-4%,-2%,-4%,
C(=N\n1cnnc1)/c1ccc2c(c1)OCCO2,i,19%,-9%,1%,-4%,
